# HCMV inh: qHTS Assay for inhibitors of the human cytomegalovirus (HCMV) | HFF cells, HCMV-luciferase reporter, 72 h; active compounds read low | 410,000 tested, 4.5% active | activity change, negative = inhibition, % at 57.5 µM; in the data active means activity change below about -60%; inconclusive means no clear call, values can overlap the other calls; inactive means above about -39%
#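 Cell-based, HFFs, 1000 cells/well, 16 h 37C; cpds in DMSO + HCMV-luc, MOI 1 PFU/cell; 72 h 37C; OneGlo luminescence after 5 min RT; norm. to buffer vs Salinomycin 10uM.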
# AMA1-RON2 inh: qHTS for Inhibitors of AMA1-RON; Towards Development of Antimalarial Drug Lead: Primary Screen | AlphaScreen AMA1-biotinylated RON2 peptide binding | Plasmodium falciparum AMA1 (3D7) - RON2 peptide interaction | 360,000 tested, 0.2% active | AID 720542, 2013 | Potency, µM (top dose mostly 58.2 µM), inactives show at the top dose activity change, negative = inhibition, most hits filed as inhibitors; active means well fitted inhibition curve with a large enough effect; inconclusive means small, poorly fitted or top-dose-only effect; inactive means no such curve, though single readings can be large or run the other way;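 further: potency means the concentration at half of the fitted maximal effect; 0% = vehicle wells and -100% = peptide control; nearly all actives have a fitted effect of over 45% in size; some results filed as inactive show a strong effect at the top dose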
#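 AMA1 (3D7) with his tag at 25 nM final met compounds first, then biotinylated RON2 peptide at 25 nM; detection used donor plus acceptor beads, 10 µg/mL apiece, read by AlphaScreen after 30 min at room temperature.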
# Active calls of the source: *; ? = inconclusive; [ ] = remark or other dose. Unless noted, on the % scale 0 is the no-effect control and ±100 the full control effect.
Compound | HCMV inh | AMA1-RON2 inh
CC(C)(C)OC(=O)N1CCC[C@@H]1C(=O)N1CCC[C@@H]1C(=O)NCc1ccccc1Cl | 2 | 3%
CC(=O)Nc1ccccc1-c1ccccc1[N+](=O)[O-] | 34 | -11%
CCCNC(=O)C1(C)CCN(C(=O)c2cc(F)ccc2C)C1 (centres undefined) | 22 | 1%
C[C@H]1CN([C@@H](C)CO)S(=O)(=O)c2ccc(Br)cc2O[C@H]1CN(C)C(=O)c1cccc(F)c1 | 2 | -5%
Cc1ccc2ccccc2c1C(O)c1ncc(-c2ccccc2Cl)[nH]1 (centres undefined) | 12 | 0%
NC(=O)C(NN=C(c1ccccc1)c1ccccc1)c1ccccc1 (centres undefined) | -20 | -9%
COc1ccc(C(=O)NC2CC2)cc1OC1CCN(Cc2ccc(F)cc2Cl)CC1 | -15 | -3%
O=C(CC1Sc2ccccc2NC1=O)NNc1ccc(F)cc1 (centres undefined) | -29 | -24%
NC(Cc1ccccc1)c1csc(Nc2ccc(C(=O)NCCO)cc2)n1 (centres undefined) | 15 | 55%[activator]
Cc1ccc(S(=O)(=O)N(CCCc2c(C)nc(N)[nH]c2=O)Cc2ccc([N+](=O)[O-])cc2)cc1 | -34 | -19%
O=C(Nc1ccc(C(=O)N2CCCC2)cc1)c1ccccc1 | 43 | -4%
COc1ccc(NC(=O)C[C@H]2C(=O)N(C3CCCCC3)C[C@@H]2c2ccc(OC)cc2)cc1 | 2 | -3%
O=C(Nc1cc(S(=O)(=O)N2CCOCC2)ccc1N1CCOCC1)c1cccc(Cl)c1 | 5 | -1%
O=C(CC[C@H]1O[C@@H](n2ccc(=O)[nH]c2=O)[C@H](O)[C@@H]1O)NCC(c1ccccc1)c1ccccc1 | 15 | -4%
Cc1ccc(S(=O)(=O)NC(=O)C2(C)CCN2C(=O)Cc2ccc(-c3ccccc3)cc2)cc1 (centres undefined) | 31 | 1%
CC(C)COC(=O)N(C)C[C@@H]1OCc2cn(nn2)CCCC(=O)N([C@@H](C)CO)C[C@H]1C | 22 | 15%
CCNC(=O)C1(C)CCN(C(=O)c2ccc(OC)cc2)C1 (centres undefined) | 0 | 17%
COc1ccc(C=CC(=O)c2ccc(OCc3ccccc3)c(OC)c2)cc1OC | -87* | -10%
CCOC(=O)C1CCCN(C(=O)C2CCN(S(=O)(=O)c3ccc(Cl)c(C(F)(F)F)c3)CC2)C1 (centres undefined) | ? | 4%[11.6 µM]
CC(C)NC(=O)CN1CCN(C(c2cc3ccccc3o2)c2nnnn2C(C)(C)C)CC1 (centres undefined) | -10 | 6%
C[C@H]1CN([C@@H](C)CO)C(=O)Cc2cc(NC(=O)Nc3ccccc3)ccc2O[C@H]1CN(C)Cc1ccccc1 | 6 | -1%
Oc1cc(O)cc(-c2cc3ccc(O)cc3o2)c1 | 31 | -5%
C[C@@H]1CCCCO[C@@H](CN(C)C(=O)C2CCCCC2)[C@@H](C)CN([C@H](C)CO)C(=O)c2cc(NC(=O)NC3CCCCC3)ccc2O1 | 3 | 13%
Cc1nc2ccc(Br)cc2c(=O)n1Cc1cccs1 | -23 | -8%
COc1ccc(C2c3cc4c(cc3OC(NNC(N)=O)C2C)OCO4)cc1 (centres undefined) | 11 | 14%

# One compound at a time, as listed above. Values in the order: HCMV inh	AMA1-RON2 inh
# `Cc1ccc(S(=O)(=O)NC(=O)C2(C)CCN2C(=O)Cc2ccc(-c3ccccc3)cc2)cc1` (centres undefined) is listed with 31	1%
# `Oc1cc(O)cc(-c2cc3ccc(O)cc3o2)c1` is listed with 31	-5%

# Looked up above.
# Entry for C[C@H]1CN([C@@H](C)CO)S(=O)(=O)c2ccc(Br)cc2O[C@H]1CN(C)C(=O)c1cccc(F)c1 in HCMV inh: 2
# Entry for CCOC(=O)C1CCCN(C(=O)C2CCN(S(=O)(=O)c3ccc(Cl)c(C(F)(F)F)c3)CC2)C1 (centres undefined) in AMA1-RON2 inh: 4%[11.6 µM]
# Entry for Cc1ccc(S(=O)(=O)N(CCCc2c(C)nc(N)[nH]c2=O)Cc2ccc([N+](=O)[O-])cc2)cc1 in AMA1-RON2 inh: -19%
# Entry for CC(C)COC(=O)N(C)C[C@@H]1OCc2cn(nn2)CCCC(=O)N([C@@H](C)CO)C[C@H]1C in HCMV inh: 22
# Entry for Cc1nc2ccc(Br)cc2c(=O)n1Cc1cccs1 in AMA1-RON2 inh: -8%

# The list goes on.
Compound | HCMV inh | AMA1-RON2 inh
COc1cc(NC(=O)CCc2c(C)noc2C)c(C(=O)O)cc1OC | -7 | 3%
CC(C)(C(=O)N1CCC1(C)C(=O)NS(=O)(=O)c1cccc(C#N)c1)c1ccccc1 (centres undefined) | 3 | -4%
NNc1ccc([N+](=O)[O-])c2[nH][nH]c(=O)c12 | -31 | ?
O=C1NC[C@H](CCCCN2C[C@H](Cc3ccc(O)cc3)N(Cc3ccccc3)C(=O)C2=O)N(CCc2ccc(O)cc2)C1=O | -6 | -11%
O=C(Nc1csnn1)OCc1ccccc1 | -31 | 1%
CCCOc1ccc(F)cc1-c1cc(C(=O)Nc2ccccc2)[nH]n1 | -22 | 16%
COC(=O)c1c(NC(=O)C2COc3ccccc3O2)sc2c1CCN(C(=O)OC)C2 (centres undefined) | 4 | 11%
Brc1ccc(COc2cccc3cccnc23)cc1 | -15 | 20%
C[C@@H]1CN([C@@H](C)CO)C(=O)c2cc(NC(=O)C3CCCCC3)ccc2O[C@@H](C)CCCCO[C@@H]1CN(C)Cc1ccncc1 | -10 | -2%
COc1ccc(N=C2SCC(=O)N2C)cc1 | 1 | 1%
CC(C)CNC(=O)c1ccccc1C(=O)NC1(C(=O)NCC(C)C)CCCC1 | -11 | -11%
CCCCc1c(O)nc(SCC(=O)Nc2ccc(OC)cc2)n(-c2ccc(C)c(C)c2)c1=O | 13 | 18%
Fc1ccc(-c2nc3c4ccccc4ccn3c2Cc2ccsc2)cc1 | 101 | 39%[activator]
Cc1cccc(-c2ccc3[nH]c4c(c3c2)CCN2C[C@H]3[C@H](C)ON(C)[C@H]3C[C@@H]42)c1 | -13 | ?
Cc1ccccc1COc1cccn2c(N(C)C(=O)CCC3CCCC3)c(C)nc12 | -1 | -16%
Cc1cccc2c1NC(=O)C2=O | -33 | -22%
COc1cc(Br)cc(C(c2c(C)n(C)n(-c3ccccc3)c2=O)c2c(C)n(C)n(-c3ccccc3)c2=O)c1O | 12 | -3%
Cc1ccc([C@H]2C[C@H](O)[C@@H](n3cc(COC(=O)c4ccccc4)nn3)CN2Cc2cccs2)cc1 | 9 | 20%
Clc1ccc(-c2nc3ccc(Br)cn3c2Cc2ccccc2)cc1 | -5 | -20%
COc1ccc(C(CNC(=O)CCNS(=O)(=O)c2ccccc2C(F)(F)F)N2CCOCC2)cc1 (centres undefined) | -13 | -16%
COc1ccc(-n2c3c(cc(C(=O)Nc4ccc(C)cc4)c2=O)C(=O)CCC3)cc1 | 21 | 2%
CCc1ccc(S(=O)(=O)NCc2ccc(C(=O)NCCN(Cc3ccccc3)C(C)C)cc2)cc1 | ? | -11%
CC1CC2(C)C(CCC3C2CCC2(C)C(OP(=O)(N4CC4)N4CC4)CCC32)CC1=O (centres undefined) | -12 | 25%
Cc1cccc(S(=O)(=O)N(C)C[C@H]2OCc3cnnn3CCCC(=O)N([C@H](C)CO)C[C@@H]2C)c1 | -5 | 12%
COc1ccc(-c2cc(NC=O)c3ncc(-c4ccc(OC)c(OC)c4)n3c2)c(OC)c1 | -74* | -1%
CCCN(CC(=O)Nc1ccccc1C)C(=O)c1ccc(OCC(=O)N2CCOCC2)c(OCC)c1 | 0 | 44%[activator]
Cc1cc(C)cc(NS(=O)(=O)CCCS(=O)(=O)Nc2cc(C)cc(C)c2)c1 | 2 | -9%
O=C1C=C(OCCF)CC(c2ccc(Br)cc2)O1 (centres undefined) | 19 | -4%
Cc1ccc(S(=O)(=O)NC[C@H]2O[C@@H](n3cnc4c(N)ncnc43)[C@H](O)[C@@H]2O)cc1 | 7 | 12%
O=C1N[C@@H](Cc2ccccc2)C(=O)N2[C@@H]3N(S(=O)(=O)c4ccc(F)cc4)c4ccccc4[C@]3(Br)C[C@@H]12 | -27 | 2%
COc1ccccc1CCn1cnc(-c2ccc(Br)cc2)c1C(C)C | ? | -25%
CCOC(=O)[C@]12CCC=C1N(Cc1ccccc1)C(=O)[C@H](CC(=O)N1CCSCC1)C2 | -2 | -9%
Cc1cccc(N2CCN(CC(O)COc3ccc4ccccc4c3)CC2)c1 (centres undefined) | 11 | -5%
Cc1ccc(NC(=O)C2(C)CCN2C(=O)Cc2cc(F)ccc2F)cc1 (centres undefined) | 3 | -6%
C#CCOCCOCCOCCNc1nc(N2CCN(C(=O)Cn3cc(CCO)nn3)CC2)nc(N2CCN(C(=O)Cn3cc(CCCN=C(N)N)nn3)CC2)n1 | -23 | 5%
Cc1cc(Cl)ccc1-c1cc2nc(NCCCN(C)C)n(C)c(=O)c2s1 | 20 | -2%
CCOC1=C2CN(S(=O)(=O)c3ccc(C)cc3)[C@H](c3ccccc3)C[C@@H]2N(S(=O)(=O)c2ccc(C)cc2)[C@H](c2ccccc2)C1 | -7 | 6%
COc1cccc(C2=Cc3ccc(F)cc3C(CC(C)=O)N2c2ccc(C#CC3(O)CCCCC3)cc2)c1 (centres undefined) | 31 | 1%
O=[N+]([O-])c1cc(Br)c2c(c1)CCN2 | 2 | -19%
O=C(C=Cc1ccccc1F)c1ccccc1 | -3 | -2%
Cc1c(-n2c(CN3C(=O)c4ccccc4C3=O)nc3ccccc3c2=O)c(=O)n(-c2ccccc2)n1C | -18 | -2%
CCNC(=O)N1C[C@H]2CON(C)[C@H]2C[C@H]1c1ccccc1Br | 13 | 6%
O=C(COC(=O)COc1ccc(Cl)cc1Br)NC1CCCC1 | -5 | -7%
Fc1cccc(Cc2c(C3CCCCC3)nc3ccc(Cl)cn23)c1 | -4 | -17%
CC(C)C(=O)N1CCC1(C)C(=O)NCc1cc(Cl)ccc1F (centres undefined) | 16 | 0%
COC(=O)C1C2CC3c4[nH]c5cc(OC)ccc5c4CCN3CC2CC(O)C1OC (centres undefined) | -6 | -11%
CCOC(=O)[C@]12CCC=C1N(Cc1ccc3c(c1)OCO3)C(=O)[C@H](CC(=O)NCC13CC4CC(CC(C4)C1)C3)C2 | 3 | -25%
CCCCC1Cc2[nH][nH]c(=O)c2C(c2ccc(Cl)cc2)O1 (centres undefined) | -9 | 88%[activator]
O=S(=O)(c1ccccc1)C1CN1c1c(F)c(F)c(F)c(F)c1F (centres undefined) | 6 | 1%
CCOc1ccccc1NC(=O)COC(=O)C1COc2ccccc2O1 (centres undefined) | -10 | -1%
COC(=O)[C@H]1C[C@@]2(O)CN(S(=O)(=O)c3ccc(C)cc3)C[C@@]2(OC(=O)NCC2CCCCC2)C[C@H]1C(=O)OC | 36 | -5%

# 2 of these compounds, set out differently:
# Results follow in this order: HCMV inh, AMA1-RON2 inh
> O=S(=O)(c1ccccc1)C1CN1c1c(F)c(F)c(F)c(F)c1F (centres undefined)
    6, 1%
> CCOc1ccccc1NC(=O)COC(=O)C1COc2ccccc2O1 (centres undefined)
    -10, -1%

# Bioassay records: PubChem, National Center for Advancing Translational Sciences (NCATS)

# Only part of the results is shown; count on the stated rates, not on these rows.
